# Compound activity: PubChem BioAssay, several laboratories
# CTSL1 counter: counter-screen for PFM18AAP inhibitors: inhibitors of F. hepatica cathepsin L1. recombinant F. hepatica cathepsin L1, Z-Leu-Arg-MCA fluorescence. inhibition, % at 5.96 µM. 300,000 compounds, 0.49% hits. AID 1906;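 active = inhibition above the mean of all tested compounds plus 3 SD, set per screening campaign, cut at about 17% in these data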;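 note: 0% = plate median of test compound wells and 100% = 1 µM Z-Phe-Ala-diazomethylketone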
# TPT1 inhibitor: blocks Candida albicans tRNA 2'-phosphotransferase; recombinant caTPT1, FP RNA substrate dephosphorylation; inhibition, % at 5 µM; 300,000 compounds, 0.81% hits; AID 1962;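 active = inhibition above the mean of all tested compounds plus 3 SD, set per screening campaign, cut at about 24% in these data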;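 note: plate controls were DMSO alone for no effect and ferristatin control at 100 nM for full effect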
# JMJD2C inh: human JMJD2C demethylase inhibition; Q9H3R0; GST-JMJD2C(1-420) H3K9me3 demethylation, DELFIA europium; inhibition, % at 2.35 µM; 330,000 compounds, 0.069% hits; AID 2099;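 active = more than half of a compound's replicate wells show inhibition beyond 50%, single wells judged on their own value; inconclusive = some, but no more than half, of replicates pass 50% inhibition; inactive = no replicate passes 50% inhibition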;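 note: signal counts dimethyl H3K9 product captured on neutravidin plate; 0% = median of DMSO wells and 100% = 0.3 times that DMSO median; strong numbers were not always called active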
# procasp3 activ: activates human procaspase-3; P42574; recombinant procaspase-3 D3A, Ac-DEVD-pNA absorbance 405 nm; activation, % at 8.5 µM; 330,000 compounds, 0.11% hits; AID 463141;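 active = activation above the mean of all tested compounds plus 3 SD, cut at about 21% in these data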;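 note: 0% = DMSO alone and 100% = DMSO wells spiked with extra 5 µM PC-3 D3A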
# Target sequence (P42574 whole entry D9A/D28A/D175A): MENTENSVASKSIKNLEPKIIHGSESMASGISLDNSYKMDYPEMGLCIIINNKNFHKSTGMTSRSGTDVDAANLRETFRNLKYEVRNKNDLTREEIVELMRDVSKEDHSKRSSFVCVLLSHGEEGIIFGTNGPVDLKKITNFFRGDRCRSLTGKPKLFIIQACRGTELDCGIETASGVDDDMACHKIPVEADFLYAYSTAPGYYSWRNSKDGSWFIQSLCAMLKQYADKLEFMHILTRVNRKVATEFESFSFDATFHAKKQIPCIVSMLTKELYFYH
#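 Assay system – Procaspase-3 D3A mutant · Benchmarks – DMSO low control, extra-enzyme high control · Technique – 405 nm absorbance of p-nitroaniline, reads at 0 and 120 min · Doses – 8.5 µM nominal · Measure – % activation between DMSO and enzyme-spiked controls · Also added – Ac-DEVD-pNA chromogenic peptide substrate · Schedule – 1 h compound preincubation, 2 h substrate hydrolysis at 25 °C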
# PP5 primary: PP5 (human) phosphatase inhibition | P53041 | purified PP5c, OMFP substrate fluorescence | inhibition, % at 6.7 µM | 320,000 compounds, 0.18% hits | AID 1987;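 active = inhibition above the campaign's mean inhibition across all tested compounds plus 3 SD, cut at about 9.5% in these data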;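 note: 0% = DMSO only and 100% = 100 µM cantharidin control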
# Target sequence (P53041 whole entry, looked up): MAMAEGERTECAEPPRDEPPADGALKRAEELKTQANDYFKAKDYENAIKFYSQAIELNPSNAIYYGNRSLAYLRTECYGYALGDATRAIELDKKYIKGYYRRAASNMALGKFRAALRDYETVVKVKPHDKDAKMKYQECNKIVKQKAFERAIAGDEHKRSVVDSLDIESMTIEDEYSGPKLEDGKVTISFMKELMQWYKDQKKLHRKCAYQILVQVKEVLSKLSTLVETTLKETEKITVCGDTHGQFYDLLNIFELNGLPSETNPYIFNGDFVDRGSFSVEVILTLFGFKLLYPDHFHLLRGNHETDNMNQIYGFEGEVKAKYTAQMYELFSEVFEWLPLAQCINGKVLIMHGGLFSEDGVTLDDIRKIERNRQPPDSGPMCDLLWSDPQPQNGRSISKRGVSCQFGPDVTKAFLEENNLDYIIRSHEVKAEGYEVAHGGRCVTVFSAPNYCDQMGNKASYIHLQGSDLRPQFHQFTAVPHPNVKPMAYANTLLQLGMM
# Efflux pump inh: antifungal efflux pump inhibition, Nile Red retention. S. cerevisiae Candida pump triplex. inhibition, % at 10 µM. 330,000 compounds, 0.44% hits. AID 485275;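 active = plate passing quality check with inhibition over a set limit, or well fluorescence over plate mean plus 4 SD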;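 note: Nile Red retained in pooled yeast measured as flow cytometry median fluorescence; 0% = buffer negative control and 100% = Enniatin B positive control; higher means more Nile Red kept so more efflux inhibition; some compounds called inactive have numbers as strong as hits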
# proCasp7 act: counter-screen for procaspase-3 activators: activators of human procaspase-7. P55210. recombinant procaspase-7, Ac-DEVD-pNA absorbance 405 nm; D23A/D198A/D206A triple mutant, cannot self-cleave; scale: DMSO 0, 5 µM enzyme 100. activation, % at 8.5 µM. 330,000 compounds, 0.093% hits;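 active = percent activation above the screen-wide mean plus 3 SD, cut at about 25% in these data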
#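 buffer or medium = Zinc-free HEPES/NaCl buffer, pH 7.4 | material = Procaspase-7 triple mutant (PC-7 D3A) | input = 2 µM procaspase-7 mutant as dispensed | signal = Epi-absorbance of released pNA at 405 nm, two timepoints | timing = 1 h preincubation, 2 h reaction | replicates = singlicate compound testing | evaluation = % activation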
# PP1 counter: blocks human PP1-alpha phosphatase, a PP5 counter-screen | purified PP1alpha, OMFP fluorescence | P62136 | inhibition, % at 6.7 µM | 320,000 compounds, 0.9% hits;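 active = inhibition above the mean inhibition of all tested compounds plus 3 SD, computed separately for each screening campaign, cut at about 15% in these data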
# Target sequence (P62136 whole entry, looked up): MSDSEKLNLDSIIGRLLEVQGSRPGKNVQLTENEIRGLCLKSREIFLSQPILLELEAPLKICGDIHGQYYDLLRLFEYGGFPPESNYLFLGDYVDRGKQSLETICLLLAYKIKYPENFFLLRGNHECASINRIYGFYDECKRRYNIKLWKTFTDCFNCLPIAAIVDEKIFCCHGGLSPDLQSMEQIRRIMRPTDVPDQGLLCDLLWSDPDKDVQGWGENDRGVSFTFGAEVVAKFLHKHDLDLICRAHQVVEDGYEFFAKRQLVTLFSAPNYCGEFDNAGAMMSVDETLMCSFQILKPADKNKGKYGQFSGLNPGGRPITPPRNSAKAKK
# core dimer inh: HCV core protein dimerization inhibition | TR-FRET GST/Flag-core106 dimerization, 1536-well | inhibition, % at 5 µM | 300,000 compounds, 0.33% hits | AID 1899;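 active = inhibition above the mean of all tested compounds plus 3 SD, set per screening campaign, cut at about 45% in these data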
#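 System: GST-tagged and Flag-tagged HCV core protein residues 1-106 / Input: core106 proteins, GST 13.5 nM and Flag 17 nM / Buffer or medium: KF-containing HEPES buffer, pH 7.45, DTT, CHAPS, BSA / Probe or stimulus: Eu-anti-GST and XL665-anti-Flag labelled anti-tag antibodies / Schedule: 4 h, 22.5 °C incubation / Technique: TR-FRET 671 and 617 nm emission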
# Active calls of the source: *; ? = inconclusive; . = not tested or not shown. Not all compounds are listed; the hit share may differ from the screen's.
SMILES,CTSL1 counter,TPT1 inhibitor,JMJD2C inh,procasp3 activ,PP5 primary,Efflux pump inh,proCasp7 act,PP1 counter,core dimer inh
CNC(C(=O)c1ccccc1)C(OC(C)C)c1ccc(Cl)cc1 (centres undefined),2.7,3.3,?,-0.7,2.2,0.4,-1.2,-0.5,-3.9
Cc1ccsc1C(=O)C1CCCN(CCO)C1 (centres undefined),-0.2,-0.6,58.5,3.0,-0.7,0.1,-2.5,-3.5,-2.2
Cn1c(=O)cc(OCC(=O)N2CCN(C3CCCCC3)CC2)c2ccccc21,2.5,-1.0,-3.4,0.5,-0.3,0.0,-8.3,-6.7,-1.5
COc1ccc(C2(C#N)CCN(C)CC2)cc1,-3.0,-0.3,3.6,0.9,1.8,0.0,3.4,-4.7,2.0
Cc1cccc(OP(=O)(Nc2cccnc2)Oc2cccc(C)c2)c1,-0.1,0.8,10.6,8.8,3.4,-0.2,0.2,0.3,-0.8
CC(ON1CC1(C(F)(F)F)C(F)(F)F)(C(N)=O)C(N)=O (centres undefined),-1.8,-2.3,6.1,-0.7,-1.2,0.1,9.0,0.3,-7.4
COC(=O)C1=C(c2ccc(F)cc2OCc2ccccc2)C[C@@H]2CC[C@H]1N2C(=O)NC1Cc2ccccc2C1,.,.,.,2.1,0.0,0.4,-12.4,17.4*,.
CCn1cc(C(=O)c2cccs2)c2ccccc21,-1.5,2.8,3.2,12.7,4.6,0.1,6.6,1.2,5.7
COc1ccc(C(CNC(=O)c2ccc3c(c2)CCC3)N(C)C)cc1 (centres undefined),1.1,-0.1,1.3,-0.5,2.7,-0.2,2.7,-0.1,-16.4
Cc1cccc(-n2c(C)nc3ccccc3c2=O)n1,-1.9,-1.1,2.8,-10.3,-0.7,0.0,11.3,-7.6,-2.4
CC1(C)OC(c2ccccc2)=C/C(=C/C=C2C(=O)NC(=O)NC2=O)O1,4.8,113.5*,-12.1,-16.4,3.9,0.0,-26.6,6.0,0.8
Cn1c(O)c(C=NCc2ccco2)c(=O)n(C)c1=O,2.2,-2.1,5.2,4.7,-1.3,-0.1,-0.4,-0.6,-1.2
Cc1cc(C=C2C(=O)NC(=O)NC2=O)c(C)n1-c1cccnc1,0.6,3.8,0.0,2.1,-0.2,0.0,-14.5,-1.0,3.2
COC(=O)C1=C(c2ccc(OC)c(OC)c2)C[C@@H]2CC[C@H]1N2C(=O)N1CCC(C)CC1,.,.,4.3,-2.4,0.7,0.0,9.9,-0.7,.
CC(C)C[C@H](NP(=O)(O)O[C@@H]1O[C@@H](C)[C@H](O)[C@@H](O)[C@H]1O)C(=O)N[C@@H](Cc1c[nH]c2ccccc12)C(=O)O,2.4,1.5,.,1.1,3.5,0.2,-7.3,-5.5,-10.8
COc1ccc(C)cc1NC1=NCCCS1,-3.1,-1.5,-0.3,3.5,1.1,-0.1,-6.9,-2.1,1.7
COC(=O)C1=C(c2ccc(F)cc2OCc2ccccc2)C[C@@H]2CC[C@H]1N2C(=O)NC1CCCCC1,.,.,-5.8,5.8,0.7,-0.1,6.5,10.2,.
CC(=O)Nc1ccc(OCCF)cc1,-5.5,-0.5,-9.2,-3.6,-0.6,0.2,0.3,-2.8,10.2
CC(C)Cc1nnc(NC(=O)CCC(=O)N2CCN(CCOC(c3ccccc3)c3ccccc3)CC2)s1,0.6,-1.3,1.4,0.4,3.5,-0.1,-6.5,3.6,8.1
CCN1C[C@]2(CO)CC[C@H](OC)[C@@]34C5C[C@H]6[C@H](OC)C5[C@](O)(C[C@H]6OC)[C@@](O)(C(OC)C23)[C@@H]14 (some centres undefined),0.0,-1.1,-11.4,9.6,4.6,0.6,-0.1,-9.0,-8.4
Cc1cccc(C#N)c1,.,.,2.8,0.0,1.0,0.2,6.9,0.2,.
CCCc1nnc(NC(=O)CCC(=O)N2CCC3(CC2)OCCO3)s1,3.5,-16.0,2.1,1.1,-1.1,0.0,14.3,-0.3,1.1
CCN1CCN(c2ccc([N+](=O)[O-])cc2C#N)CC1,-7.4,-0.2,-10.3,2.9,0.5,0.1,1.8,-0.3,1.7
CC(C)n1nnnc1CN1CCN(C)CC1,-0.2,4.7,-0.5,5.8,0.3,0.1,-1.0,0.5,-4.0
COC(=O)C1=C(c2cccc(OCc3ccccc3)c2)C[C@@H]2CC[C@H]1N2C(=O)NCCOc1ccc(OC)cc1,.,.,-6.2,6.6,3.6,-0.3,3.5,8.4,.
O=C(CN1CCOCC1)c1cccc2ccccc12,-3.0,-0.5,-10.3,-12.2,0.9,0.0,-2.6,-3.0,-0.5
C/C(=N\Nc1ccccc1)c1c(O)n(-c2ccccc2)c(=O)[nH]c1=O,2.8,5.2,.,0.4,-0.2,0.1,-3.9,-2.8,-1.8
CCC(=NCc1ccco1)c1c(O)n(-c2ccccc2)c(=O)[nH]c1=O,-1.3,-1.1,-8.0,8.2,3.3,0.1,7.4,-6.5,0.4
CC(=NCCN1CCCCC1)c1c(O)n(-c2ccccc2)c(=O)[nH]c1=O,-2.4,0.1,-3.9,0.0,3.1,0.0,1.3,3.6,-4.7
S=C(NCCc1ccccc1)NCCc1cnc[nH]1,-0.9,2.5,23.9,8.9,2.3,-0.2,7.7,0.3,-15.9

# Retrieved by compound from the entries so far:
SMILES,CTSL1 counter,TPT1 inhibitor,JMJD2C inh,procasp3 activ,PP5 primary,Efflux pump inh,proCasp7 act,PP1 counter,core dimer inh
CCC(=NCc1ccco1)c1c(O)n(-c2ccccc2)c(=O)[nH]c1=O,-1.3,-1.1,-8.0,8.2,3.3,0.1,7.4,-6.5,0.4
COC(=O)C1=C(c2cccc(OCc3ccccc3)c2)C[C@@H]2CC[C@H]1N2C(=O)NCCOc1ccc(OC)cc1,.,.,-6.2,6.6,3.6,-0.3,3.5,8.4,.

# Remaining list, next part
SMILES,CTSL1 counter,TPT1 inhibitor,JMJD2C inh,procasp3 activ,PP5 primary,Efflux pump inh,proCasp7 act,PP1 counter,core dimer inh
N#CCCn1cc(C(=O)Nc2ccc([N+](=O)[O-])cc2)c(-c2ccc3c(c2)OCCO3)n1,1.9,6.1,0.2,3.5,4.1,0.0,-10.4,0.4,0.3
CCOC(=O)CSCCOc1ccc(C=C2C(=O)NC(=O)NC2=O)cc1OC,-3.1,-2.1,10.8,-2.4,2.8,0.2,-13.7,0.3,0.3
CCCC(C)C1C(C#N)=C(N)Oc2c1c(=O)oc1ccccc21 (centres undefined),4.6,-3.9,-3.8,6.8,4.9,0.2,8.5,3.8,-1.7
CCCSP1(=S)NCCCO1 (centres undefined),-7.1,-0.9,-1.5,5.1,3.3,0.2,5.5,-8.7,-5.6
O=c1[nH]c(=O)n(Cc2ccco2)c(O)c1C=NCCN1CCNCC1,-0.4,2.0,-12.3,-7.0,-0.1,0.0,0.7,1.4,2.0
COc1ccc(CN2CCN(Cc3ccccc3F)CC2)cc1,-1.1,0.3,18.5,2.9,1.5,0.1,1.6,7.0,0.2
CCCCN1C(=O)NC(=O)C2(Cc3cc(C)ccc3N(C)C2)C1=O (centres undefined),-2.6,-1.4,2.0,1.0,-3.3,0.0,9.6,-3.9,0.3
CCCCn1c(=O)c(C(=O)NCc2ccncc2)c(O)c2ccccc21,1.9,-5.1,-8.9,-1.7,0.4,-0.1,3.4,-2.2,1.1
COC(=O)C1=C(c2c(C)noc2C)C[C@@H]2CC[C@H]1N2C(=O)NCCO,.,.,0.6,-7.8,0.2,-0.2,4.4,-4.3,.
CC(=O)N1CC(=O)Nc2ccc(Cl)cc2C1c1ccccc1 (centres undefined),-3.4,-0.2,-13.2,-2.9,2.9,0.3,-10.9,-0.2,-6.4
Cc1ccc(O)c(C(=O)c2cc(C(=O)NCc3ccccc3)c(=O)n(Cc3ccccc3)c2)c1,-0.9,1.3,-7.3,-3.2,3.8,-0.3,-0.1,12.3,25.5
Cc1ccc(Cn2cc(C=O)c(-c3ccc(C)cc3)n2)cc1,-3.5,0.2,-3.5,-5.8,3.4,0.3,3.9,1.8,4.3
CC(=O)O[C@@H]1[C@H]2CC[C@@H]3[C@]1(C[C@@H](OC(C)=O)[C@@]1(O)C([C@@H]4O[C@@H]4C1(C)C)[C@]3(C)O)C[C@@]2(C)O (some centres undefined),-2.9,-3.5,3.3,4.0,1.1,.,-5.6,-3.7,-1.0
COc1ccc(CN2C(=O)NC(=O)/C(=C/c3ccc([N+](=O)[O-])s3)C2=O)cc1,1.9,27.0*,-31.7,-12.3,2.7,0.1,-13.2,2.1,-2.2
NS(=O)(=O)c1cccc(N2CCNCC2)c1,-0.9,-6.5,-4.5,0.4,-1.8,0.0,2.6,-1.9,2.1
O=C(CSC1c2ccccc2-c2ccccc21)N/N=C/c1ccccc1O,1.3,-3.5,9.2,-36.6,3.0,-0.3,-45.2,9.4,0.1
O=C(Cc1ccccc1F)N1CCN(CC(=O)N2CCCC2)CC1,.,.,3.4,2.7,.,0.1,8.7,.,.
COCCOC(=O)C1=C(N)Oc2c(c(=O)oc3ccccc23)C1c1ccncc1 (centres undefined),-1.4,0.7,-14.7,-1.8,3.4,0.1,3.2,-0.2,5.4
CCOCCCNC(=O)C1c2cc(OC)c(OC)cc2C(=O)N2CCCCC12 (centres undefined),2.4,2.1,-4.2,6.1,0.5,-0.3,-0.8,-0.2,-1.5
CCCCn1c(O)c(C(C)=NC(Cc2c[nH]c3ccccc23)C(=O)OC)c(=O)[nH]c1=O (centres undefined),5.0,1.5,22.3,15.8,2.3,-0.1,6.1,-2.5,-2.7
COc1cc(OC)c([C@H]2C=C(C)[C@H]3C[C@@H]2C3(C)C)c(OC)c1,-4.6,-1.2,11.9,5.9,1.8,-0.1,-1.5,-0.8,-3.1
O=C1NC(=O)C(CCc2ccccn2)(Cc2cccc(Cl)c2Cl)C(=O)N1c1ccc(Br)cc1 (centres undefined),-4.6,0.2,-15.4,-2.3,4.5,0.1,-4.3,3.8,16.8
CN(C)C(=O)Oc1cccc(OCc2n(C)c3ccccc3[n+]2C)c1,-3.2,2.1,3.0,4.0,-3.1,-0.1,-1.2,-0.7,-1.7
CC1(C)CN=C(NCc2ccccc2Cl)S1,4.2,0.8,-44.1,-11.1,0.8,0.2,1.0,-2.4,-9.0
CC(=NCCCN1CCOCC1)c1c(O)n(-c2ccccc2C)c(=O)[nH]c1=O,-1.8,3.5,13.3,-2.1,0.0,0.2,-1.9,0.2,-0.2
COC(=O)C1=C(c2ccc(OCc3ccccc3)cc2)C[C@@H]2CC[C@H]1N2C(=O)NCc1ccc(N(C)C)cc1,.,.,2.8,-3.4,-0.9,-0.2,7.8,-2.8,.
